# Screening data deposited in PubChem BioAssay by NMMLSC.
# ABCB1 inh – human ABCB1 inhibition, ABCG2 as counter-screen; P08183; CCRF-Adr cells, JC-1 efflux, flow cytometry; inhibition, % at 6.6 µM; actives 0.067% (n = 190,000); AID 1326; in the data active = inhibition above about 40%;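 also: 0% = vehicle and 100% = reference inhibitor; higher value means more JC-1 retained so stronger ABCB1 efflux block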
# RGS8-Gao reg – modulates binding of RGS8 to human Galphao. P09471. multiplexed bead flow cytometry; actives lie on both sides. response (percent of control binding), % at 10 µM. actives 0.34% (n = 220,000). AID 1423; in the data active = response below about 60% or above about 140%; inactive = in between;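 also: Galphao activated as the GDP aluminium fluoride complex binding bead-coupled RGS8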
# Target sequence (P09471 whole entry, looked up): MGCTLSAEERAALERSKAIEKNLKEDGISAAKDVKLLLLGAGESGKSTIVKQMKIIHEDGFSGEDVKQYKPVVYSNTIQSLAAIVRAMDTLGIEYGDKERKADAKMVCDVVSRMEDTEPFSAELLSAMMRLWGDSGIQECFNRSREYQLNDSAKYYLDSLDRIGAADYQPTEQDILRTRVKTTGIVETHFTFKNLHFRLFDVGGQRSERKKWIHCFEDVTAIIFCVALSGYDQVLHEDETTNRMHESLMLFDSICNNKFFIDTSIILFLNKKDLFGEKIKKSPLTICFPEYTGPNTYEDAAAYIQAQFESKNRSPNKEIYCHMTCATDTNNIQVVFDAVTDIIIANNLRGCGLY
# RGS7-Gao reg – modulates binding of RGS7 to human Galphao; P09471; actives 0.35% (n = 220,000); Multiplexed bead flow cytometry; actives lie on both sides; binding response (% of control), % at 10 µM; in the data active = binding response below about 49% or above about 150%; inconclusive = no clear call, values can overlap the other calls; inactive = in between;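 also: fluorescent Galphao held in activated GDP-AlF4 state binding bead-coupled RGS7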
# RGS4-Gao reg – modulates binding of RGS4 to human Galphao; Multiplexed bead flow cytometry; actives lie on both sides; binding response (% of control), % at 10 µM; AID 1415; actives 0.33% (n = 220,000); P09471; in the data active = binding response below about 49% or above about 150%; inactive = in between;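 also: fluorescent Galphao activated with aluminum fluoride binding bead-coupled RGS4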
# Bim-Mcl-1 – disrupts Bim peptide binding to human Mcl-1; actives 0.1% (n = 190,000); Bead-based flow cytometry, Bim peptide-Mcl-1 binding; AID 1009; Q07820; inhibition, % at 10 µM;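 also: 0% = no compound tracer wells and 100% = peptide blocker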
# Bim-Bcl-W – disrupts Bim peptide binding to human Bcl-W | bead-based flow cytometry | inhibition, % at 10 µM | AID 952 | actives 0.02% (n = 190,000) | Q92843;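 also: 0% = bound tracer without compound and 100% = peptide blocker; higher means less fluorescent Bim peptide bound to Bcl-W beads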
# Target sequence (Q92843 whole entry, looked up): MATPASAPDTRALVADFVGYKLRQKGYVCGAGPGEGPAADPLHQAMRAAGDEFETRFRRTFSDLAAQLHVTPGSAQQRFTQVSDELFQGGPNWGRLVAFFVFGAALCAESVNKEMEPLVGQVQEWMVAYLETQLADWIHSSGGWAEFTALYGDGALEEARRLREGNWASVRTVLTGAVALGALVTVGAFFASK
# Bim-Bcl-XL – human Bim-Bcl-XL interaction inhibition; inhibition, % at 10 µM; actives 0.04% (n = 190,000); Q07817; Bim peptide-Bcl-XL binding, bead flow cytometry, fluorescence
# Target sequence (Q07817 whole entry, looked up): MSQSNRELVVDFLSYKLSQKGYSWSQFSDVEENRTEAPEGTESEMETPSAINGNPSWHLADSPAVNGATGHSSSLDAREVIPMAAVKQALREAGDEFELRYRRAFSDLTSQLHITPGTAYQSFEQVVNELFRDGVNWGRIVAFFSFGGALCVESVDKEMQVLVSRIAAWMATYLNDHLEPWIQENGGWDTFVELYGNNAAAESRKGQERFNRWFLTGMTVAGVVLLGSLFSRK
# Bim-Bcl-B – inhibitors of Bim-Bcl-B interaction, human. AID 951. Q9HD36. actives 0.073% (n = 190,000). inhibition, % at 10 µM. bead-based flow cytometry, Bim peptide-Bcl-B binding;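 also: 0% = tracer peptide without compound and 100% = reference inhibitor peptide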
# Bcl-2 Bim block – disrupts Bim peptide binding to human Bcl-2. P10415. AID 950. inhibition, % at 10 µM. actives 0.06% (n = 190,000). Bead-based flow cytometry, Bim peptide-Bcl-2 binding; in the data active = inhibition above about 40%; inconclusive = no clear call, values can overlap the other calls;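 also: 0% = no compound wells with probe peptide and 100% = reference peptide inhibitor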
# Target sequence (P10415 whole entry, looked up): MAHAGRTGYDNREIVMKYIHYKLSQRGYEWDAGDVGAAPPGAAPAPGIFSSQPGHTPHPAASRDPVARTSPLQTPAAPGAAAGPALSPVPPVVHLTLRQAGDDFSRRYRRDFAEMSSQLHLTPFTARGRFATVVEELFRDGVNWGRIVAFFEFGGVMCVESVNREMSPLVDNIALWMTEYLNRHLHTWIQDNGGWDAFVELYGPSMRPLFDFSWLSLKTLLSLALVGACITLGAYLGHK
# Bfl-1 Bim block – disrupts Bim binding to human Bfl-1; Q16548; Bead-based flow cytometry, Bim-Bfl-1 binding inhibition; inhibition, % at 10 µM; actives 0.12% (n = 190,000); AID 1008;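 also: 0% = wells without compound plus tracer and 100% = blocker peptide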
# ABCG2 block – human ABCG2 inhibition, ABCB1 as counter-screen; Q9UNQ0; IgMXP3 cells, JC-1 efflux, flow cytometry; inhibition, % at 6.6 µM; actives 0.1% (n = 190,000); AID 1325;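 active = inhibition above 80%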;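 also: 0% = DMSO and 100% = nicardipine control wells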
#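 System: two drug-resistant human cell lines, ABCG2 and ABCB1; controls: nicardipine high and DMSO low controls; times: 10 min exposure at 25 °C with rotation, no wash; detection: flow cytometry of retained JC-1 fluorescence; read-out basis: percent efflux inhibition, scaled nicardipine 100% to DMSO 0%; doses: one concentration, 6.6 µM final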
# The depositor's hits bear a star; ? = inconclusive; nt = no result given. Rule as the data show it, unless noted: active = inhibition above about 40%.
mol,Bim-Bcl-W,Bcl-2 Bim block,Bim-Mcl-1,ABCB1 inh,RGS7-Gao reg,Bim-Bcl-B,ABCG2 block,RGS8-Gao reg,RGS4-Gao reg,Bim-Bcl-XL,Bfl-1 Bim block
CCNC(=O)NCCc1c[nH]c2ccc(Cl)cc12,-2,-5,0,0.4,104,0,4,104,107,0,0
CC(C)(C)c1ccc(C(=O)Oc2ccc3c(c2)OCC3=O)cc1,3,-4,-3,0.1,95,-9,1,99,100,-5,-13
Cc1ccc(NC(=O)c2ocnc2C)cc1Cl,-3,-5,-6,-1.1,98,-3,49,98,98,-6,-6
Cc1ccc(S(N)(=O)=O)c(C)c1-n1cnnn1,-1,-2,-1,0.4,97,-3,2,99,97,-3,-5
O=C1C2C3C=CC(C2C(=O)N1C1CCCCC1)C1C(=O)N(C2CCCCC2)C(=O)C31 (stereo unspecified),-3,-3,0,0.9,104,-6,4,104,104,-6,-10
Oc1cccc(C2c3[nH]c4ccccc4c3CCN2Cc2cnn(-c3ccccc3)c2)c1 (stereo unspecified),-3,-9,-2,0.8,97,-5,1,100,99,-4,-12
COc1ccc(-c2nc(=S)[nH][nH]2)cc1OC,-6,-3,-4,-1.2,?,-16,-2,100,98,-9,-4
CCN(CC)S(=O)(=O)c1ccc2[nH]cc(C(=O)NCCN3CCCCCC3)c(=O)c2c1,-1,-4,0,-0.2,96,0,-1,103,101,-2,-3
COc1cc(C(=S)N2CCOCC2)ccc1OC(=O)c1cc([N+](=O)[O-])cc([N+](=O)[O-])c1,-11,-4,-15,6.9,97,-29,8,99,100,-14,-12
COc1cc(C(=O)N/C(=C\c2cn(S(=O)(=O)N(C)C)c3ccccc23)C(=O)NCCCO)cc(OC)c1OC,-5,-1,-2,-0.1,97,0,3,96,97,-4,2
CCN(CCCn1c(=S)[nH]c2ccc(N3CCOCC3)cc2c1=O)c1ccccc1,0,-3,-1,5.5,100,-4,11,102,101,-4,0
Cc1cc(N2CCCN(C)CC2)nc2cc(Cl)ccc12,1,-3,-2,0.3,105,0,2,103,106,2,0
O=C(Nc1ccc2c3c(cccc13)CC2)c1ccco1,3,-7,1,0.7,102,-3,8,100,100,0,-7
C=CCNC(=O)C1CC(=O)N(c2ccc(OCC(=O)Nc3cccc(OC)c3)cc2)C1 (stereo unspecified),0,0,-2,0.8,101,-2,5,101,102,-2,1
CCNC(=S)NS(=O)(=O)c1ccc(Cl)cc1,-6,-10,-8,0.1,89,-9,1,89,88,-18,-14
Cc1nc2ccc(S(=O)(=O)NC(C(=O)N3CCCCCC3)C(C)C)cc2s1 (stereo unspecified),-3,-7,0,0.3,104,-4,0,95,95,-4,-8
CCOC(=O)C1CCN(C(c2cccs2)c2sc3nc(C)nn3c2O)CC1 (stereo unspecified),-6,-9,-5,0.3,99,-10,1,104,99,-13,-8
O=C(NCc1ccc(F)cc1)c1cnn2ccccc12,-2,0,-2,0.1,104,0,1,117,107,-2,-3
COc1ccnc(Oc2ccc(C)cc2C)c1C#N,-2,-6,-3,0.0,91,-9,6,95,93,-4,-17
CCOc1cc(/C=C2\SC(=N)N(c3nonc3N)C2=O)ccc1OCC(N)=O,0,1,1,-0.7,96,-5,-5,100,101,-2,-15
CCOC(=O)Cn1ncc2c(=O)oc3ccccc3c21,-1,-4,-4,-0.2,102,-7,1,102,102,-5,-21
CCOC(=O)/C(C(=O)Nc1ccccc1Br)=C1/NC(C)(C)Cc2ccccc21,-4,-6,-3,-0.1,99,-3,0,102,100,-4,-4
COc1ccc(-c2noc(CCC(=O)N(C)c3cccc(C)c3)n2)cc1,2,-1,2,0.2,77,-5,0,85,74,-1,-12
O=C(c1ccc2nc(N3CCOCC3)sc2c1)N1CCC(Cc2ccccc2)CC1,-7,-3,-2,0.8,98,-3,1,99,97,-5,-5
O=C(CSc1ccc(-c2ccncc2)nn1)c1ccc(Cl)cc1,-5,0,1,0.9,98,-5,15,93,83,-2,-5
O=C(Nc1cccc(Cl)c1)OCc1cn(-c2ccccc2)nn1,-2,-3,-3,0.2,102,0,2,100,99,-2,-6
O=C(O)CCC(=O)Nc1ccc(/C=C/C(=O)C2CC2)cc1,1,-1,2,0.6,107,0,2,102,104,-2,-6
NC(=O)c1cc2ccc(O)cc2oc1=NCc1ccccc1,-1,-9,-3,0.8,101,-8,64,96,95,-5,-21
Cc1nc(-c2cccc(NS(=O)(=O)c3ccccc3)c2)cs1,3,-2,0,0.5,91,1,3,78,84,0,-4
COc1cc(OC)cc(C(=O)Nc2nnc(Cc3ccc(OC)c(OC)c3)s2)c1,-3,1,0,1.0,98,-1,8,103,103,-6,-3
COc1ccc(CN/C=C2\CCCCC2=O)cc1,-3,-16,-9,-1.0,98,-8,29,103,100,-13,-18
Cc1ccc(NC(=O)CSc2ncc3ccccn23)cc1C,-9,0,-23,-0.1,107,-1,2,107,106,-14,-2
O=C(O)c1ccccc1-c1cn2cc(Cl)ccc2n1,1,2,0,0.3,98,4,7,99,102,0,5
O=C(NCc1ccco1)C1CCCN(S(=O)(=O)c2ccc(Br)cc2)C1 (stereo unspecified),3,1,5,0.6,102,-2,0,106,105,1,-6
Cc1csc2ncc(C(=O)N3CCCc4ccccc43)c(=O)n12,5,10,6,-0.1,104,4,-1,101,100,8,4
CCOc1ccc(NC(=O)Nc2ccc3c(c2)N(C)C(=O)CS3)cc1,0,-9,0,-0.3,101,-9,-1,104,99,-3,-10
Cc1cc(C)n(-c2cc(-n3nc(C)cc3C)ncn2)n1,0,-1,0,1.0,107,0,7,103,108,-2,-3
CCCn1nnnc1SCC(=O)c1ccc2c(c1)OCCO2,-1,-8,-3,-0.1,99,-13,1,96,98,-8,-13
CC1CCCCN1CCNC(=O)C1CCN(S(=O)(=O)c2cccc3cccnc23)CC1 (stereo unspecified),0,-7,-1,0.6,121,-8,1,102,118,-2,-10
Cc1ccc(-c2cc(C(F)F)nc(NCc3cccs3)n2)cc1,0,0,4,2.6,108,-1,10,108,105,-2,2
COC(=O)C1=C(C)N(c2ccc(OC)c(OC)c2)C(=O)/C1=C\c1ccco1,0,1,0,-0.9,99,-1,0,104,101,0,4
Nn1c(SCc2ccccc2)nc2c(cnn2-c2ccccc2)c1=O,0,-3,1,0.4,98,-1,3,101,101,0,-2
Cc1ccc(C(=O)NC2CCS(=O)(=O)C2)cc1S(=O)(=O)N1CCOCC1 (stereo unspecified),4,-10,-2,0.4,101,-10,2,102,99,0,-10
CC(=O)Nc1ccccc1C(=O)C(=O)Nc1cccc(C(=O)NCC2CCCO2)c1 (stereo unspecified),0,3,1,1.1,96,-3,3,100,97,-1,-3
CCOC(=O)C1=NN(c2cccc(C)c2)C2(S1)SC(C(C)=O)=C(C)N2c1ccccc1 (stereo unspecified),3,-9,-3,4.2,nt,-10,9,nt,nt,0,-9
O=C(O)c1nccnc1C(=O)N1CCN(c2ccccc2)CC1,1,2,2,0.4,98,3,-2,105,103,1,0
CC(C)[C@H](NC(=O)Nc1cccc(C(F)(F)F)c1)C(=O)O,-4,-14,-1,1.2,102,-8,13,101,103,-9,-16
COc1cc(-c2cc(C(=O)Nc3c(Cl)cc(Cl)cc3Cl)c3ccccc3n2)cc(OC)c1OC,-4,-1,-5,19,97,-10,21,102,100,-7,-1
O=c1cnnc(Nc2ccc(Nc3ccccc3)cc2)[nH]1,1,0,0,0.3,95,-3,5,101,98,-3,-4
COc1cccc(NC(=O)CC2C(=O)NCCN2C(=S)Nc2ccc(F)cc2)c1 (stereo unspecified),0,-6,-2,0.1,97,-14,1,97,101,-3,-2
CCOC(=O)COc1ccccc1/C=C1/NC(=O)NC1=O,-1,-2,-2,-1.2,99,-5,2,102,100,-4,-2
COC(=O)[C@H](CCSC)NC(=O)NC1CCN(Cc2ccccc2)CC1,-1,0,-1,1.9,100,-1,13,102,104,0,0
CCOC(=O)c1ccccc1NC(=O)CN(c1ccccc1OCC)S(C)(=O)=O,0,-7,0,2.3,96,-10,4,96,97,-2,-10
Cc1cc2cc(C#N)c(NCCNC(=S)NCCCN3CCOCC3)nc2cc1C,-5,-4,-3,0.2,103,-8,8,103,102,-7,-15
CCCCSc1nnc(-c2ccccc2NC(C)=O)c(=O)[nH]1,-5,3,-1,0.9,98,0,5,101,94,-4,5
Cc1ccc(N2C(=O)C3C4C=CC(CNC(=S)N5CCN(c6cccc(C)c6)C(C)C5)(O4)C3C2=O)cc1 (stereo unspecified),-7,1,-7,0.5,103,1,3,103,104,-2,-1
COc1ccc(NC(=O)C2CCC(=O)N2S(=O)(=O)c2ccc(C)cc2)c(OC)c1 (stereo unspecified),1,-6,-3,-0.4,102,-9,4,102,104,-6,-9
NC(=O)c1ccccc1NC(=O)Nc1ccc(F)c(Cl)c1,0,-1,-1,1.8,100,5,28,101,103,0,4
CCc1ccccc1NC(=O)CCc1nc(-c2ccc(C)cc2)no1,-2,-6,0,0.4,103,-5,2,101,105,-5,-10
Cc1cc(CN(C)C(=O)CCc2nnc(Cc3cccc(C(F)(F)F)c3)o2)on1,0,3,-2,2.1,99,2,3,99,102,1,6

# Remaining list, next part
mol,Bim-Bcl-W,Bcl-2 Bim block,Bim-Mcl-1,ABCB1 inh,RGS7-Gao reg,Bim-Bcl-B,ABCG2 block,RGS8-Gao reg,RGS4-Gao reg,Bim-Bcl-XL,Bfl-1 Bim block
O=C(CSc1nnc(NC(=O)c2ccc3c(c2)OCO3)s1)NCc1ccco1,1,1,0,-0.2,96,-1,0,98,98,-2,-4
O=C(NC1CCCCC1)c1ccc(NS(=O)(=O)c2cccc3cccnc23)cc1,2,1,0,0.8,102,-3,4,103,103,-2,-2
Fc1ccc(COc2ccccc2-c2ccnc3ncnn23)cc1,0,-3,-2,0.3,101,-5,0,100,103,-2,-6
O=C(CN1CCC(n2cnc3cc(F)ccc32)CC1)Nc1ccccc1Br,-2,-2,-1,-0.7,102,-4,14,103,103,-2,-5
CCC(=O)N1CCCc2cc(S(=O)(=O)N3CCC(N4CCCCC4)CC3)ccc21,-1,-8,-2,3.0,98,-7,9,101,101,-6,-6
O=C(NCc1ccco1)c1ccc(Cn2c(=O)c3ccccc3n(Cc3cccc(F)c3)c2=O)cc1,1,-7,-2,4.1,101,-7,5,100,103,0,-7
CCOC(=O)c1ccc(NC(=O)C2(c3ccc(OC)cc3)CCOCC2)cc1,0,-1,1,0.4,117,1,3,118,118,0,-2

# Three neighbouring records from above, for reference:
mol,Bim-Bcl-W,Bcl-2 Bim block,Bim-Mcl-1,ABCB1 inh,RGS7-Gao reg,Bim-Bcl-B,ABCG2 block,RGS8-Gao reg,RGS4-Gao reg,Bim-Bcl-XL,Bfl-1 Bim block
O=C(CSc1nnc(NC(=O)c2ccc3c(c2)OCO3)s1)NCc1ccco1,1,1,0,-0.2,96,-1,0,98,98,-2,-4
O=C(NC1CCCCC1)c1ccc(NS(=O)(=O)c2cccc3cccnc23)cc1,2,1,0,0.8,102,-3,4,103,103,-2,-2
Fc1ccc(COc2ccccc2-c2ccnc3ncnn23)cc1,0,-3,-2,0.3,101,-5,0,100,103,-2,-6
